Source: PubChem BioAssay
DAX1 inh-1 – DAX1 (NR0B1) inhibitors on StAR promoter, primary screen, cell-based, luminescence, SF-1 (NR5A1), full-length DAX-1; HEK293T StAR-luciferase reporter, SF-1/DAX-1 repression relief; inhibition, % at 6.8 µM; actives 1.1% (n = 370,000); AID 652010, 2013;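 active = inhibition above the mean over all tested compounds plus 3 SD, cut at about 3.6% in these data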;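 note: 0% = DAX-1 cells with DMSO and 100% = cells lacking DAX-1 with DMSO; higher inhibition means more luminescence from relief of DAX-1 repression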
PLC-beta3 inh – human PLC-beta3 inhibitors, primary screen, biochemical, fluorescence. 1-phosphatidylinositol 4,5-bisphosphate phosphodiesterase beta-3 (Homo sapiens), Q01970. inhibition, % at 12.2 µM. actives 0.18% (n = 370,000). Purified PLC-beta3, fluorogenic substrate; in the data active = inhibition above about 11%;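 note: 0% = median of compound wells on plate and 100% = full blocker control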
Target sequence (Q01970 whole entry, looked up): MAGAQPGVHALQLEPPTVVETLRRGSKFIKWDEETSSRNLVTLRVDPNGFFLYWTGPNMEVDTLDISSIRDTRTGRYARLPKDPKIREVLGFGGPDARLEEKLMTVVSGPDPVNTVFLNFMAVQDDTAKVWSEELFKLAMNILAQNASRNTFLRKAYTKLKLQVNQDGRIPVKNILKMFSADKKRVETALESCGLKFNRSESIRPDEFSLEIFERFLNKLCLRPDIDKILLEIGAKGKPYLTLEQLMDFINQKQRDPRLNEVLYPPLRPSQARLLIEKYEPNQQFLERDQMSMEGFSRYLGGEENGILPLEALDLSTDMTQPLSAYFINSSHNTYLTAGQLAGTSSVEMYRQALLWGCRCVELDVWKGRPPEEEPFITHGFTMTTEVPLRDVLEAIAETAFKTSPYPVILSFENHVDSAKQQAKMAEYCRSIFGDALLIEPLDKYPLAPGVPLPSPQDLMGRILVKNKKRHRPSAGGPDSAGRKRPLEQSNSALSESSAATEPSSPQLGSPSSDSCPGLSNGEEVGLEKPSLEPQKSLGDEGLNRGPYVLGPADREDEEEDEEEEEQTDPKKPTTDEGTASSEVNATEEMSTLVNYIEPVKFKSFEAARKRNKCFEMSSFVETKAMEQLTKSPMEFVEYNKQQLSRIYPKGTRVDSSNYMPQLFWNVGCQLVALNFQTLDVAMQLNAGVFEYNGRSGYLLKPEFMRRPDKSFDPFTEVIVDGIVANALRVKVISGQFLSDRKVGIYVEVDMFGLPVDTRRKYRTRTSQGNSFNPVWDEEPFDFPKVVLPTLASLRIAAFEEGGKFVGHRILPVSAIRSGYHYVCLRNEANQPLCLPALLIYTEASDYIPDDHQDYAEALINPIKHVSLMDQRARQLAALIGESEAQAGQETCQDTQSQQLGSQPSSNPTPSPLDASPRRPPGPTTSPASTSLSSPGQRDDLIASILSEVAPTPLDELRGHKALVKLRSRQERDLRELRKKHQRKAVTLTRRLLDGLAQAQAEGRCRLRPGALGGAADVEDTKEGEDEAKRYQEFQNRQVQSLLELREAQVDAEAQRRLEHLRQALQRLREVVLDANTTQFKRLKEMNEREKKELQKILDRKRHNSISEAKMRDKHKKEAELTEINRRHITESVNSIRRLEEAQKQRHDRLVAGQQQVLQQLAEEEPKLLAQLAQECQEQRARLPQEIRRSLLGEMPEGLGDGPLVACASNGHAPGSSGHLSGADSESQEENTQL
FXN GAA850 act – FXN promoter activators, primary screen, cell-based, luciferase luminescence, HEK293 lucGAA850 | HEK293 lucGAA850 FXN promoter luciferase reporter, 24 h; percent of 10 µM SAHA response | activation, % at 6 µM | actives 0.56% (n = 360,000) | AID 540364, 2011;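 active = activation above the average of all compounds screened plus 3 SD, cutoff fixed separately per campaign, cut at about 7.5% in these data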;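 note: 0% = DMSO wells and 100% = 10 µM SAHA wells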
DAX1 inh-2 – DAX1 (NR0B1) inhibitors, primary screen, cell-based, HEK293, Gal4-DAX1, luciferase luminescence; HEK293 Gal4-DAX1 luciferase reporter; actives 0.99% (n = 340,000); AID 504766, 2011; Nuclear receptor subfamily 0 group B member 1 (Homo sapiens), P51843; inhibition, % at 6.75 µM;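 active = inhibition above the mean over all tested compounds plus 3 SD, cut at about 4.2% in these data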;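 note: 0% = DAX1-transfected cells with DMSO and 100% = empty-vector control cells with DMSO; inhibition shows as a rise in luminescence from relieved DAX1 repression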
hgDAF-12 ag – H. glycines DAF-12 receptor agonists, primary screen, cell-based, luminescence, HEK293, GAL4 fusion, UAS-luciferase; Nuclear hormone receptor DAF-12 (Heterodera glycines), GAL4 fusion; activation, % at 6.8 µM; AID 687014, 2013; HEK293 GAL4-hgDAF12 UAS-luciferase reporter, agonist luminescence; normalized to butyrate control; actives 1.8% (n = 370,000);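 active = activation above a cutoff set at the mean of all screened compounds plus 3 SD, cut at about 10% in these data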;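 note: 0% = DMSO wells and 100% = sodium butyrate wells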
hcDAF-12 act – H. contortus DAF-12 nuclear receptor activators, primary screen, cell-based, luminescence, HEK293, lit1-tk-luc reporter. HEK293 hcDAF-12 lit1-tk-luc reporter; 0% DMSO, 100% Δ7-dafachronic acid. activation, % at 6.8 µM. actives 1.4% (n = 370,000);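 active = activation above the mean of all tested compounds plus 3 SD, cut at about 5.5% in these data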;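 note: 100% = response to 3 µM Δ7-dafachronic acid high control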
SMARCA2 activ – SMARCA2 (BRM) function activators, primary screen, cell-based, luminescence, high throughput. MG213 cells, MMTV-luciferase reporter, dexamethasone, overnight. activation, % at 9.1 µM. actives 1% (n = 370,000). AID 652017, 2013; in the data active = activation above about 7.8%;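 note: 0% = vehicle wells and 100% = reference activator wells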
sPLA2-III inh – human group III sPLA2 inhibitors, primary screen, biochemical, QFRET, BODIPY PC-A2 liposome substrate | Group 3 secretory phospholipase A2 (Homo sapiens), Q9NZ20 | QFRET BODIPY PC-A2 liposome hydrolysis, fluorescence | inhibition, % at 12.2 µM | actives 0.56% (n = 370,000) | AID 743126, 2013;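 active = inhibition above mean plus 3 SD of compounds lying within the high and low control bounds, cut at about 19% in these data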;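 note: 0% = median of test compound wells and 100% = no enzyme DMSO wells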
PG9 Ab binder – binders of HIV-1 gp120 antibody PG9, primary screen, biochemical, TR-FRET; HIV-1 gp120 / PG9 antibody interaction; TR-FRET gp120-PG9 antibody binding; inhibition, % at 6.7 µM; actives 0.43% (n = 360,000); in the data active = inhibition above about 8.5%
ssDAF12 agonist – S. stercoralis DAF-12 nuclear receptor activators, primary screen, cell-based, luminescence, HEK293, GRIP1 co-expression, lit1-tk-luc. HEK293 ssDAF-12/GRIP1 lit1-tk-luc reporter; % of 3 µM dafachronic acid response. activation, % at 6.8 µM. actives 1% (n = 370,000);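 active = activation above the mean over all tested compounds plus 3 SD, cut at about 0.9% in these data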;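 note: 0% = DMSO-only wells and 100% = 3 µM delta7-dafachronic acid wells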
Rev-erbA mod – modulators of Rev-erb alpha DNA binding, primary screen, biochemical, FITC-DNA, fluorescence polarization, uHTS; activity, % at 10 µM; Rev-erbα–FITC-DNA binding, 90 min; actives 0.79% (n = 370,000); Nuclear receptor subfamily 1 group D member 1 (Homo sapiens), P20393;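 active = activity above about 14%, limit read from the data; passing the limit was not always enough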;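 note: 0% = DMSO wells with 35 nM protein and 100% = DMSO wells with 750 nM protein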
Numbers without * were called inactive; / = no result given. Compounds as they come; overall some 7% were active at least once.

SMILES	DAX1 inh-1	PLC-beta3 inh	FXN GAA850 act	DAX1 inh-2	hgDAF-12 ag	hcDAF-12 act	SMARCA2 activ	sPLA2-III inh	PG9 Ab binder	ssDAF12 agonist	Rev-erbA mod
Cn1ccnc1SCC(=O)Nc1ccc2c(c1)OCCO2	9.8*	-11	4.0	0.1	8.3	6.8*	4	5	1.8	0.6	6
N#CC1=C(O)CCCn2c1nc1ccccc1c2=O	0.6	-75	1.9	-0.1	-0.8	-0.4	-3	4	0.5	-0.9	-2
CCOC(=O)N(C)c1c(CC)nc2c(OCc3cccc(Cl)c3)cccn12	-2.4	-5	-2.6	/	-4.0	-1.6	-3	9	0.3	-1.5	0
Clc1ccccc1OCCCCN1CCCC1	0.4	3	0.8	0.2	-0.4	-0.3	0	8	0.6	-1.4	3
CCOc1ccc(C2CC(c3cccc(OC)c3)n3nc(N)nc3N2)cc1 (stereo unspecified)	-1.0	-26	-0.6	-0.5	-2.9	3.6	4	4	-0.8	-1.5	-7
CCOC(=O)Cn1nc(CC)c2ccccc2c1=O	0.2	6	2.0	-0.1	1.2	-1.3	-3	1	3.2	-1.0	1
COc1ccc(OCC(=O)NNc2c3ccccc3nc3ccccc23)cc1	-2.0	-99	0.8	-2.1	-4.2	-3.0	-2	-4	-8.8	-2.0	0
Nc1ccccc1/C=N\N=C/c1ccccc1N	1.3	-6	4.7	2.8	8.1	9.0*	3	5	-2.7	1.9*	-3
Cc1nc(-c2ccccc2)c(Cc2ccccc2O)c(=O)[nH]1	-0.4	-6	-0.1	0.0	-2.7	0.3	3	-6	0.3	-1.1	5
CCCCCCn1c(=O)n2n(c1=O)C[C@]1(OC(=O)NCc3ccccc3F)CN(S(=O)(=O)c3ccc(C)cc3)C[C@]1(O)C2	-1.0	4	-5.9	0.6	3.4	0.4	-5	-26	-1.2	-0.7	6
CSc1ccc(CN2CCN(C(=O)c3ccc([N+](=O)[O-])cc3)CC2)cc1	-3.0	1	-3.5	-7.1	-4.8	-4.1	-6	1	0.0	-2.2	6
CN(C)c1ccc(C(O)P(=O)(OC2CCCCC2)OC2CCCCC2)cc1 (stereo unspecified)	-0.2	-2	0.3	0.0	-2.9	0.0	-3	0	-3.7	-0.3	0
COC(=O)C(Cc1ccccc1)NC(=O)CNC(=O)c1sc2ccccc2c1Cl (stereo unspecified)	0.1	-8	-0.7	1.2	0.5	-0.5	-1	-18	2.3	-1.0	6
CC(C)NC(=O)CSCc1ccccc1Cl	0.0	5	4.7	1.6	0.7	-0.6	-2	4	1.3	-1.1	-3
O=C(Nc1ccc2oc(-c3cccnc3)nc2c1)c1ccc(Br)o1	0.3	-45	-0.4	0.3	0.5	0.0	3	1	0.3	-1.5	-1
CC1CCN(c2cc(N3CCN(C(=O)c4ccc(F)c(F)c4)CC3)c([N+](=O)[O-])cc2F)CC1	1.0	1	0.5	-0.8	2.0	-1.2	-4	9	1.1	-0.5	-1
CCCCn1c(N)c(Sc2ccc(C)cc2)c(=O)[nH]c1=O	-0.4	3	-1.7	0.2	-2.5	-1.1	-1	-2	1.2	-1.0	0
NC(Cc1ccc2nonc2c1)C(=O)O (stereo unspecified)	0.2	1	2.2	0.0	2.5	1.7	0	0	1.7	-1.2	-2
CCCCCCn1c(-c2ccc(Cl)cc2Cl)csc1=Nc1ccccc1	0.2	2	/	/	2.1	0.1	0	1	/	-0.3	2
COCCCNC(=O)c1cc(Cc2ccccc2)sc1N	-0.1	-14	/	/	4.8	0.2	0	1	-2.2	-0.4	4
O=c1[nH]cc(S(=O)(=O)N2CCN(c3ccccc3F)CC2)c(=O)[nH]1	-0.4	0	1.4	-0.6	-2.3	-0.7	-2	0	1.0	-1.1	-5
O=C(CSc1ccc(-c2ccccn2)nn1)Nc1ccc(F)c(F)c1	-0.5	-8	-1.2	-1.3	0.6	-2.1	-2	1	-0.1	-1.4	-2
COc1cc(NC(=O)c2cccnc2Sc2ccc(C)c(C)c2)cc(OC)c1OC	-1.0	-6	-3.2	-0.9	-4.9	-1.4	-4	-2	0.6	-1.8	6
CCN(CCCNC(=O)c1[nH]c(C)c(C(C)=O)c1C)c1ccccc1	-0.1	-3	-1.1	-1.0	-2.4	-1.4	-3	8	-1.6	-1.5	3
CC(C)CC(=O)N1CCC(O)(CS(=O)(=O)c2ccc(Cl)c(Cl)c2)CC1	-0.1	-3	0.8	1.1	-1.2	0.1	-1	1	-1.8	-0.7	-3
Cc1cccc(OCc2ccc(C(=O)Nc3cc(C)on3)o2)c1	0.1	1	1.7	-0.2	1.1	0.9	-2	2	-0.3	-1.1	0
COc1ccc(C(C)C)cc1S(=O)(=O)N1CCN(c2ccccc2)CC1	-0.8	0	-0.3	0.3	-1.3	-1.7	-4	-1	-2.6	-1.2	3
CN(C(=O)CCc1nnc(Cc2ccc(-c3ccccc3)cc2)o1)C1CCOCC1	0.0	-8	1.1	-0.4	-0.1	-0.3	-1	-2	0.6	-1.9	-5
Fc1ccc(Cn2ccc(-c3cnc(-c4ccccc4)s3)n2)cc1	-0.6	-238	4.4	0.1	4.1	1.5	0	-28	-0.2	-1.3	0
O=C(OCc1ccccc1)N1CCC2CC1c1cc(N3CCN(S(=O)(=O)c4cc(Cl)cc(Cl)c4)CC3)ccc12 (stereo unspecified)	0.3	0	1.0	1.9	1.9	-1.1	-2	3	-0.1	-1.1	-2

Fetched by structure from above:
SMILES	DAX1 inh-1	PLC-beta3 inh	FXN GAA850 act	DAX1 inh-2	hgDAF-12 ag	hcDAF-12 act	SMARCA2 activ	sPLA2-III inh	PG9 Ab binder	ssDAF12 agonist	Rev-erbA mod
Nc1ccccc1/C=N\N=C/c1ccccc1N	1.3	-6	4.7	2.8	8.1	9.0*	3	5	-2.7	1.9*	-3
CC(C)NC(=O)CSCc1ccccc1Cl	0.0	5	4.7	1.6	0.7	-0.6	-2	4	1.3	-1.1	-3
COc1ccc(C(C)C)cc1S(=O)(=O)N1CCN(c2ccccc2)CC1	-0.8	0	-0.3	0.3	-1.3	-1.7	-4	-1	-2.6	-1.2	3
CCOC(=O)Cn1nc(CC)c2ccccc2c1=O	0.2	6	2.0	-0.1	1.2	-1.3	-3	1	3.2	-1.0	1
Cc1cccc(OCc2ccc(C(=O)Nc3cc(C)on3)o2)c1	0.1	1	1.7	-0.2	1.1	0.9	-2	2	-0.3	-1.1	0
CCCCCCn1c(-c2ccc(Cl)cc2Cl)csc1=Nc1ccccc1	0.2	2	/	/	2.1	0.1	0	1	/	-0.3	2

Other entries:
SMILES	DAX1 inh-1	PLC-beta3 inh	FXN GAA850 act	DAX1 inh-2	hgDAF-12 ag	hcDAF-12 act	SMARCA2 activ	sPLA2-III inh	PG9 Ab binder	ssDAF12 agonist	Rev-erbA mod
Cc1ccc(CN2CCN(Cc3c(C)nn(C(C)C)c3C)CC2CCO)o1 (stereo unspecified)	-3.8	-5	1.3	-0.2	-14	-5.3	-8	10	-0.9	-2.6	0
CCOC(=O)C1CCN(Cc2ccccc2C)CC1	-0.6	-1	1.0	-0.9	-0.2	4.7	-2	7	-0.8	-1.1	-1
O=C(Nc1nnc(S(=O)(=O)N2CCCC2)s1)c1ccccc1F	0.2	-13	1.4	0.3	2.9	-1.2	-3	-8	-2.0	-1.2	-4
O=C(O)/C(=C\c1ccc(Cl)c([N+](=O)[O-])c1)c1ccc(S(=O)(=O)N2CCCC2)s1	-1.4	-52	0.6	0.4	2.1	0.0	-4	1	0.3	-1.3	-16
O=C(Cn1c2[n+](c3ccc(C(F)(F)F)cc31)CCCCC2)Nc1c(F)cccc1F	-2.3	2	0.1	0.2	2.3	-0.7	0	0	1.6	-1.2	-6
C[C@@H]1CN([C@H](C)CO)C(=O)CCCn2nncc2CO[C@H]1CN(C)C(=O)C1CC1	-0.1	-1	0.6	0.2	3.2	-0.4	-3	10	0.0	-0.7	0
COC(=O)[C@H]1C[C@]2(C/C=C(\C)CCC=C(C)C)c3ccccc3N[C@H]2N1	/	-1	/	/	1.5	1.8	/	1	/	-0.2	6
O=C(NCCNC(=O)c1ccccc1O)c1ccccc1O	-0.4	-13	-0.9	-0.3	0.8	-1.8	0	-6	-1.1	-1.9	3
COc1ccc(-c2oc3cc(O)c(OC)c(O)c3c(=O)c2OC)cc1O	7.9*	-2	-3.4	-1.0	-2.5	2.1	-1	11	-2.6	0.8	2
Cc1cc(C(=O)NCC(=O)Nc2ccc(F)c(F)c2)c(C)o1	-0.8	0	2.9	2.6	5.1	-0.8	2	-3	1.5	-1.2	-3
Cc1nc2ccccn2c1C(=O)N/N=C/c1ccccc1[N+](=O)[O-]	-0.1	-2	4.3	-0.1	0.2	3.0	-1	1	-1.2	-1.3	-4
CCN1CCN(c2c(S(=O)(=O)c3ccc(C)c(C)c3)cnc3ccc(F)cc23)CC1	0.2	-2	-3.8	0.6	2.1	0.4	1	-7	1.6	0.0	-1
Cc1ccnc(NC2CCCCC2)c1	0.1	-3	5.7	0.6	0.2	-1.0	0	5	-1.8	-0.8	3
Cc1ccc2nc(NCc3ccccc3)c(C=NCc3ccccc3)c(=O)n2c1	-0.5	-15	-0.9	2.3	-2.5	-4.1	-1	9	-0.8	-1.8	-3
COc1ccc(OC)c(NC(=O)COC(=O)C2CCN(C(=O)c3ccc(Cl)cc3)CC2)c1	0.2	-8	-0.3	-0.1	0.9	-0.1	-1	-7	0.9	-1.5	2
O=C(COC(=O)CNC(=O)c1ccccc1)NCCCc1ccccc1	-0.2	6	-1.6	1.5	-3.0	-0.3	7	-6	-0.1	-1.6	3
CCOc1ccccc1NC(=O)CSc1nnc(C2CC2)n1CC	-0.2	-5	-0.6	-0.4	-1.9	0.6	-1	3	-0.9	-1.2	1
CCOC(=O)C1CCN(C(=O)c2ccc(OC)cc2OC)CC1	0.1	-2	1.3	0.6	-2.1	-0.9	-1	4	-1.5	-1.5	-4
CC(C)c1nnc(NC(=O)c2sc3ccccc3c2Cl)s1	1.1	-39	-0.5	2.6	9.7	5.9*	5	-11	3.1	-0.1	2
